High-throughput results: PubChem, Broad Institute
LGR2 antag = inhibitors of bursicon-induced Drosophila LGR2 receptor cAMP signaling | HEK293 LGR2, CRE-luciferase, bursicon-stimulated, 4 h | inhibition, % at 9.99 µM | hit rate 0.35% among 380,000 | AID 720647;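 active = drop in luminescence signal, shown as inhibition above about 50% in the replicate tests, limit read from the data, passing the limit was not always enough; inconclusive = probably only some replicates passing the limit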;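 also: agonist challenge used bursicon conditioned medium at about half maximal strength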
Cneo AK release = Cryptococcus neoformans lysis via adenylate kinase release; C. neoformans lysis, adenylate kinase release luminescence, 4 h; normalised: neutral wells 0, clomiphene wells 100; lysis activity, % at 15 µM; hit rate 0.2% among 360,000;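 active = mean lysis activity across replicates of at least 80%, whatever share of replicates individually reach that level; inactive = mean lysis activity below 80%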
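Test system: log-phase Cryptococcus neoformans yeast cells; Quantity: yeast cell density of 5 × 10^6 cells/mL; Buffer or medium: YPD; Doses: single compound concentration per well; Timing: 4 h at 37 °C static, read 1 h later; Measured by: AK luminescence; Read-out basis: lysis from increased AK signal; Control set: Clomiphene as positive control.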
PGC1a acetyl inh = lowers PGC1a acetylation signal in U2OS cells; AlphaScreen anti-acetyl-lysine; with virally co-expressed GCN5 acetyltransferase; inhibition, % at 15.6 µM; hit rate 0.17% among 350,000; AID 651687;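 active = every replicate shows inhibition of at least 40%; inconclusive = mean inhibition at least 40% but some replicate below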;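 also: 0% = neutral control wells and 100% = positive control wells; some results beyond the cut were filed as inactive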
ERAP1 HTS inh = ERAP1 (human) enzyme inhibition; hit rate 0.15% among 340,000; Q9NZ08; inhibition, % at 10.7 µM; recombinant ERAP1, Leu-AMC fluorescence, 60 min;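 active = mean replicate inhibition of at least 30%, or all replicates individually reaching that 30% level; inactive = mean below 30% and not every replicate reaching it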;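 also: 0% = neutral control wells and 100% = L-leucinethiol positive control wells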
SIRT5 inh = inhibitors of human sirtuin-5 desuccinylase. Purified SirT5, succinyl-peptide AMC, trypsin-coupled fluorescence. hit rate 1.1% among 330,000. inhibition, % at 15 µM. AID 652115. Q9NXA8; in the data active = inhibition above about 15%; inconclusive = no clear call, values can overlap the other calls
Target sequence (Q9NXA8 whole entry, looked up): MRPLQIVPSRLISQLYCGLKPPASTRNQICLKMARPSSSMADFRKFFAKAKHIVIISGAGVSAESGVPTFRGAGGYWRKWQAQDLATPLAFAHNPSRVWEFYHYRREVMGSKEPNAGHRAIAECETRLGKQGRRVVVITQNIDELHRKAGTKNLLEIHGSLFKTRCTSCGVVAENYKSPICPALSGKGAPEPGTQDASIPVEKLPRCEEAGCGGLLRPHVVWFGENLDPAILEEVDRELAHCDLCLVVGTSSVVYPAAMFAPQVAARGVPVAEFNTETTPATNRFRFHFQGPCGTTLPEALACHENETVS
C2C12 statin = protects C2C12 myotubes from simvastatin toxicity; rescue of ATP level, % at 7.49 µM; ATP luminescence, 48 h; scaled: DMSO 0, geranylgeraniol control 100; hit rate 0.78% among 330,000; AID 602340;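 active = mean ATP rescue above about 67%, or every replicate alone reaching that limit, limit read from the data, passing the limit was not always enough; inconclusive = no clear call, values can overlap the other calls; inactive = mean under the limit and some replicate under it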;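 also: myotubes were challenged with 10 µM simvastatin during compound exposure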
S100A4 inh HTS = S100A4-myosin IIA interaction inhibition | inhibition, % at 10.7 µM | hit rate 0.14% among 360,000 | AID 652163 | S100A4/TAMRA-MyoIIA peptide fluorescence polarization;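 active = mean inhibition of at least 70% across replicates, with every replicate also reaching that level; inconclusive = mean inhibition reaches 70% but some replicates fall short; inactive = mean inhibition below 70%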
Target sequence (P26447 whole entry, looked up): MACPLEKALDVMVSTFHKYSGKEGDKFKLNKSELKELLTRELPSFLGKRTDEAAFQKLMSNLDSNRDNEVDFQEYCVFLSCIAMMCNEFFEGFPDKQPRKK
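Compound dosing: one dose per compound; test system: human S100A4 monomer with TAMRA-labelled myosin IIA peptide; probe or stimulus: TAMRA-labelled myosin IIA heavy-chain peptide probe, 5 nM; medium: HEPES buffer with Ca2+, pH 7.2; schedule: 5 min incubation before reading; benchmarks: neutral control DMSO, positive control TFP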
Xi reactivation = activators of X-chromosome reactivation in mouse fibroblasts | hit rate 0.055% among 360,000 | XiGFP mouse fibroblasts, % GFP-positive cells imaging, 3 d; cells co-treated with 5-aza-dC sensitizer; scaled so ellipticine positive control = 100% | activation, % at 7.58 µM;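 active = mean normalized replicate activation at least 10% and every replicate at or above 10%; inconclusive = only one of the two criteria met; inactive = mean below 10% and not all replicates reach 10%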;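 also: 0% = median of on-plate neutral control wells and 100% = ellipticine 6 µM median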
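System: 68-5-11 XiGFP fibroblast line | Buffer or medium: DMEM containing 5-aza-dC | Compound: Single point | Times: Compounds 3 days, fix/stain 15 min at room temperature | Benchmarks: Positive control ellipticine, 6 µM final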
Active calls of the source: *; ? = inconclusive; / = no result given; & = joins results of further samples. These rows are one share of the data; the hit share may differ from the screen's.

SMILES | LGR2 antag | Cneo AK release | PGC1a acetyl inh | ERAP1 HTS inh | SIRT5 inh | C2C12 statin | S100A4 inh HTS | Xi reactivation
CC(=O)N(C)C[C@@H]1Oc2ncc(-c3ccccc3F)cc2C(=O)N([C@H](C)CO)C[C@@H]1C | 4 | -4 | -2 | 1 | 4 | -3 | -6 | -0.7
COc1cc2c(cc1OC)C(c1ccccc1N)=NCC2 | 0 | -1 | 15 | 2 | 1 | / | -1 | 0.8
C#CCNC(=O)C1=C[C@H](C2CC2)[C@@H](CCCO)[C@H](OCC)O1 | / | 5 | 6 | 3 | -4 | / | -7 | /
CO[C@@H](CN(C)C(=O)c1ccc2c(c1)OCO2)[C@@H](C)CN([C@H](C)CO)S(=O)(=O)c1ccccc1 | -4 | 3 | 12 | -1 | -1 | 1 | 7 | 0.0
COc1ccc(S(=O)(=O)N(C)C[C@@H]2Oc3ccc(NC(=O)Cn4cnnn4)cc3CC(=O)N([C@H](C)CO)C[C@H]2C)cc1 | 5 | -1 | 2 | 6 | -2 | 10 | 4 | -0.1
O=C(Nc1ccc(S(=O)(=O)N2CCOCC2)cc1)c1ccccc1Br | -8 | -4 | 1 | -7 | 0 | -11 | -7 | 0.1
CN(C)c1cc(-c2ccc(C#N)cc2)oc(=O)c1Cl | 10 | 0 | 8 | 1 | 0 | / | 0 | 0.3
COC(=O)c1cccc(Nc2ncnc3ccc(C)cc23)c1 | -6 | 2 | -1 | 1 | -3 | -10 | 1 | /
COc1ccc(CCNC(=O)CCCCC(=O)NCCc2ccc(OC)c(OC)c2)cc1OC | / | / | / | 0 | -3 | / | 2 | 0.3
COc1ccc(C(=O)NC(=S)Nc2ccc(N3CCCC3)cc2)cc1 | 25 | / | -5 | 1 | 1 | / | -2 | 0.2
O=C(NCc1ccncc1)[C@@H]1[C@@H](CO)[C@@H]2Cn3c(ccc(-c4cccnc4)c3=O)[C@@H]2N1C(=O)C1CC1 | 1 | -1 | 4 | -6 | -19 | -2 | 2 | 0.2
CCC(=O)N[C@H]1C=C[C@H](CC(=O)OC)O[C@H]1CO | -3 | 2 | 1 | 1 | 0 | 3 | 4 | -0.1
O=C(O)c1cccc(S(=O)(=O)Nc2cccc(S(=O)(=O)Nc3ccc(Br)cc3)c2)c1 | 11 | 1 | 21 | -9 | -1 | 1 | -4 | 0.0
CCOc1ccc2[nH]c3c(=O)n(CCc4ccc(OC)cc4)cnc3c2c1 | 5 | -2 | 5 | -2 | -4 | 0 | -14 | 0.0
CO[C@@H]1CN(C)C(=O)c2ccc(NC(C)=O)cc2OC[C@@H](C)N(C(=O)CN2CCOCC2)C[C@@H]1C | -27 | 1 | -15 | -1 | -1 | 7 | 14 | 0.3
NC(=O)c1cccc(-c2csc(C(O)c3cccc(Cl)c3)n2)c1 (configuration not stated) | -14 | -8 | / | 0 | / | -1 | -7 | -0.1
COc1ccccc1CN1CC(C(=O)NCCCc2ccc(F)cc2)CCC1=O (configuration not stated) | -9 | 1 | -6 | -2 | -2 | -2 | -4 | 0.1
C[C@H]1CN([C@@H](C)CO)C(=O)Cc2cc(N(C)C)ccc2O[C@@H]1CN(C)Cc1ccc(Cl)c(Cl)c1 | -4 | 16 | 0 | -2 | 3 | ? | -1 | -1.0
COc1ccc(OCC(=O)NC(=S)Nc2ccc(S(=O)(=O)Nc3cc(OC)nc(OC)n3)cc2)cc1 | 14 | / | / | 2 | 6 | 2 | -1 | -0.4
C[C@H](CO)N1C[C@H](C)[C@H](CN(C)C(=O)Nc2ccccc2)OCc2cnnn2CCCC1=O | -18 | 1&-3 | 12&8 | -1&0 | -6&-6 | 4&-4 | 7&8 | -0.6
CC(=O)c1ccc(S(=O)(=O)N2CCN(C(=O)C3CCCC3)CC2)cc1 | -2 | -2 | 8 | 3 | 0 | -5 | 4 | -0.1
O=C(NCCCc1ccccn1)C1CCC(=O)N(Cc2cccc(F)c2)C1 (configuration not stated) | 8 | -7 | 1 | -2 | -3 | -10 | 1 | -0.1
COc1ccc(C(=O)Nc2ccc(S(=O)(=O)Nc3ncccn3)cc2)cc1OC | / | / | -2 | 1 | 1 | / | -5 | 0.0
CCOC(=O)c1cccc(S(=O)(=O)N2CCOCC2)c1 | 2 | -6 | -7 | 7 | -3 | -6 | 1 | 0.0
COc1ccc(CN2CCN(C(C)C(=O)NC(C)c3ccc(F)cc3)CC2)cc1F (configuration not stated) | -10 | 0 | 1 | -3 | -2 | 1 | -1 | 0.0
CC(NC(=O)c1cc2c(=O)n(C)c3ccccc3c2n1C)c1ccc2c(c1)OCCO2 (configuration not stated) | -8 | -3 | / | / | / | -16 | -4 | 0.1
CCN(Cc1ccccc1)c1ccc(/C=C(\C#N)c2ccccn2)cc1 | -97 | -2 | 3 | / | / | -19 | / | 0.9
COc1ccc(C#Cc2cnc3c(c2)C(=O)N([C@H](C)CO)C[C@@H](C)[C@H](CN(C)C(C)=O)O3)cc1 | -5 | -1 | -3 | 1 | 1 | 37 | 0 | -0.8
CC(=O)Nc1ccc(NC(=O)C(=O)N/N=C/c2cccnc2)cc1 | -13 | 2 | 10 | 5 | -2 | / | 0 | 0.2
C(=N\N1CCN(Cc2cccc3ccccc23)CC1)/c1cccs1 | -11 | 0 | / | / | -2 | 1 | 2 | 0.0
C=CCn1c(COc2ccc(F)cc2)nnc1SCC(=O)Nc1cccc(S(N)(=O)=O)c1 | -1 | 0 | 3 | 0 | 0 | / | 5 | 0.0
CCNC(=O)Nc1ccc2c(c1)c(=O)n(C)n2Cc1ccc(Cl)cc1 | 3 | 0 | 12 | -3 | -34 | -14 | -1 | 0.1
CO[C@@H]1CN(C)C(=O)c2ccc(NS(=O)(=O)c3cn(C)cn3)cc2OC[C@@H](C)N(CCC(F)(F)F)C[C@@H]1C | 9 | 2 | 5 | 5 | 0 | 11 | 3 | 0.0
COc1ccc(-c2cc(=O)oc3cc(OC(C)C(=O)NCC4CCC(C(=O)O)CC4)ccc23)cc1 (configuration not stated) | 2 | 1 | 3 | 29 | / | 9 | -3 | /
C[C@@H]1CCCCO[C@H](CN(C)Cc2ccc3c(c2)OCO3)[C@@H](C)CN([C@@H](C)CO)C(=O)c2cc(NC(=O)Nc3ccccc3)ccc2O1 | 3 | 4 | 3 | 1 | 6 | / | -2 | 0.5
Cc1cccc(N(Cc2ccccc2)C(=O)c2cc(S(=O)(=O)N3CCOCC3)ccc2Cl)c1 | 4 | / | / | 2 | -8 | / | 6 | 0.1
O=C(Nc1ccc(C(F)(F)F)cc1)c1ccccc1 | -12 | -1 | / | -3 | -2 | -1 | 9 | 0.2
COCCN(CCOC)c1nc(-c2ccccc2)nc2ccccc12 | 21 | 0 | -21 | -1 | 1 | -64 | -4 | -0.1
CN(C)/C=C1/NC(=S)NC1=O | -5 | / | 3 | 0 | 4 | / | -19 | 0.0
Oc1c(C(c2ccccc2)N2CCOCC2)ccc2ccccc12 (configuration not stated) | 1 | 1 | 14 | 5 | -4 | 17 | -2 | 0.2
CCC(=O)Nc1ccc2c(c1)C(=O)N(C)[C@@H]1CC[C@@H](CC(=O)NCCOC)O[C@H]1CO2 | -17 | -1 | 3 | -1 | 1 | 15 | 3 | 0.2
CC(C)NC(=O)Nc1ccc2c(c1)C(=O)N([C@H](C)CO)C[C@@H](C)[C@@H](CN(C)Cc1ccc3c(c1)OCO3)OCCCC[C@@H](C)O2 | 13 | 2 | -13 | / | / | / | / | 0.5
O=S(=O)(c1ccccc1)C1CC1(c1ccccc1)c1ccccc1 (configuration not stated) | 16 | / | / | 2 | / | / | 6 | 0.1
CSc1cccc(NS(=O)(=O)c2cc(Br)cnc2N)c1 | 14 | 1 | 2 | 3 | -2 | 0 | -2 | -0.1
CCOc1ccc(NC(=O)CN(C)C(=O)c2ccccc2SCC(=O)N2CCCC2)cc1OCC | 3 | / | / | 2 | -2 | / | -9 | 0.0

A second format for part of the listing above:
Structure	LGR2 antag	Cneo AK release	PGC1a acetyl inh	ERAP1 HTS inh	SIRT5 inh	C2C12 statin	S100A4 inh HTS	Xi reactivation
C[C@@H]1CCCCO[C@H](CN(C)Cc2ccc3c(c2)OCO3)[C@@H](C)CN([C@@H](C)CO)C(=O)c2cc(NC(=O)Nc3ccccc3)ccc2O1	3	4	3	1	6	/	-2	0.5
Cc1cccc(N(Cc2ccccc2)C(=O)c2cc(S(=O)(=O)N3CCOCC3)ccc2Cl)c1	4	/	/	2	-8	/	6	0.1
O=C(Nc1ccc(C(F)(F)F)cc1)c1ccccc1	-12	-1	/	-3	-2	-1	9	0.2

Further entries
SMILES | LGR2 antag | Cneo AK release | PGC1a acetyl inh | ERAP1 HTS inh | SIRT5 inh | C2C12 statin | S100A4 inh HTS | Xi reactivation
COc1cccc(C(=O)NNC(=O)C(=O)Nc2ccc(OC)cc2OC)c1 | 15 | -2 | -5 | 0 | -2 | 3 | -6 | 0.1
CC(C)c1ccc(O)c(=O)cc1 | 0 | -2 | -13 | 0 | -5 | -1 | -9 | 0.2
Cc1cc(NC(=O)C2C3C(=O)N(c4cccnc4)C(C(=O)NC(C)(C)C)C34C=CC2(C)O4)no1 (configuration not stated) | 13 | 1 | 0 | -1 | 0 | 5 | -3 | 0.1
CC(=O)OCCc1c2ccccc2c(CCCN(C)C)c2ccccc12 | / | / | / | 3 | -30 | / | 6 | 0.0
CCN(CC(=O)Nc1cccc(S(=O)(=O)N(C)c2ccccc2)c1)Cc1ccccc1 | -8 | 0 | 2 | 0 | 0 | -5 | -1 | 0.0
C[C@H](CO)N1C[C@H](C)[C@H](CN(C)Cc2ccccc2)Oc2ccc(NC(=O)Nc3ccc(F)cc3)cc2C1=O | 31&15 | 19&0 | -2 | 2&-10 | -4 | -53&-7 | 5&0 | 0.0&0.0
C[C@H](CO)N1C[C@H](C)[C@@H](CN(C)CC2CC2)Oc2cc(-c3cccnc3)ccc2S1(=O)=O | -12 | -9 | ? | 3 | 1 | -30 | 3 | -0.4
Cn1c(=O)c(C(=O)CSc2nncs2)c(N)n(Cc2ccccc2)c1=O | -2 | / | / | 11 | -3 | / | 3 | /
O=C(Nc1c2c(nn1-c1ccccc1)CS(=O)(=O)C2)c1cccs1 | -1 | -3 | -5 | -2 | -2 | -13 | 3 | 0.1
O=c1nc2n(c3ncccc13)CCCCC2 | -10 | -1 | 1 | -2 | -1 | -1 | -18 | 0.0
COc1ccc(CNC(=O)N[C@@H](CC(C)C)C(=O)O)cc1OC | 3 | / | 3 | -7 | -3 | / | -6 | -0.1
CC(=O)NC[C@H]1[C@@H](c2ccc(C3=CCCCC3)cc2)[C@@H](CO)N1C(=O)C1CCC1 | 4 | / | / | 0 | 2 | / | -14 | 0.4
CO[C@@H]1CN(C)C(=O)c2cc(NC(=O)NC(C)C)ccc2OC[C@@H](C)N(Cc2ccc(-c3ccccn3)cc2)C[C@@H]1C | -2 | 3 | -6 | -1 | 4 | 14 | 4 | 0.4
CN1CN(C)C(c2ccncc2)=C1c1ccncc1 | -3 | 1 | / | 0 | -1 | 6 | -5 | 0.0
